CHRM1 agonist – human M1 muscarinic receptor agonists, primary screen, Fluo-8 calcium fluorescence, CHO-K1 cells, HTS; 0.33% of 360,000 active; Muscarinic acetylcholine receptor M1 (Homo sapiens), P11229; CHO-K1 hM1, agonist mode; 0% DMSO, 100% acetylcholine EC100; activation, % at 3 µM;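 active means activation above the run's mean compound activation plus 3 SD, cut at about 16% in these data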;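 further: peak over basal fluorescence ratio within a 140 s kinetic read after compound addition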
TAAR1 antag – human TAAR1 antagonists, primary screen, Fluo-8 calcium fluorescence, CHO RD-HGA16 cells | Trace amine-associated receptor 1 (Homo sapiens), Q96RJ0 | antagonist | inhibition, % at 3 µM | 1.5% of 360,000 active | AID 624466, 2012;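 active means inhibition above a per-plate cutoff, the mean inhibition of test compounds on that plate plus 3 SD, cut at about 49% in these data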;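 further: 0% = DMSO plus EC80 beta-PEA response and 100% = DMSO alone without agonist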
Target sequence (Q96RJ0 whole entry, looked up): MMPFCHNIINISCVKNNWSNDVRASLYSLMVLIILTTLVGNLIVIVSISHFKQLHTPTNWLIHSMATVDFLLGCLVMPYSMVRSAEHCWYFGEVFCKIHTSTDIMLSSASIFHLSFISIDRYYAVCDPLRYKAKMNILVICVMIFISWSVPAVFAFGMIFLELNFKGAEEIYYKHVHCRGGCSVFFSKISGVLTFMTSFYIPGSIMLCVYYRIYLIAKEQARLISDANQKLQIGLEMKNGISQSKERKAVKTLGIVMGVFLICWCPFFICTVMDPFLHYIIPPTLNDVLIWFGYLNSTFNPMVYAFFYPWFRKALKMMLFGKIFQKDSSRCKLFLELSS
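Assay system: CHO-derived RD-HGA16 cells stably expressing human TAAR1 plus Gα16. Timing: 140 s kinetic read after compound, 140 s after agonist. Technique: kinetic Fluo-8 calcium fluorescence measurement. Measure: % inhibition of agonist calcium response.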
CHO-K1 Ca antag – nonselective inhibitor or artifact in parental CHO-K1 cells; AID 602250; 0.6% of 360,000 active; inhibition, % at 3 µM; ATP-induced calcium, Fluo-8 fluorescence;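 active means inhibition above a per-plate cutoff, the plate's mean sample inhibition plus 3 SD, cut at about 24% in these data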;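 further: 0% = DMSO plus EC80 ATP and 100% = DMSO alone without ATP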
TAAR1 ag – human TAAR1 agonists, primary screen, Fluo-8 calcium fluorescence, CHO RD-HGA16 cells | Trace amine-associated receptor 1 (Homo sapiens), Q96RJ0 | activation, % at 3 µM | 0.99% of 360,000 active | vehicle wells 0%, saturating PEA agonist 100% | AID 624467, 2012;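 active means activation above the mean activation of all test compounds in the run plus 3 SD, cut at about 38% in these data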
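System: CHO RD-HGA16 cells carrying human TAAR1 plus Gα16; Incubation: 17-24 h seeding, 75 min 37 °C dye, 30 min RT; Measured by: Fluo-8 fluorescence, 5 s baseline then 140 s kinetic read; Control set: DMSO and PEA EC100; Replication: single well for each compound.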
CHRM1 antagonist – human M1 muscarinic receptor antagonists, primary screen, CHO-K1 cells, Fluo-8 calcium fluorescence, 1536-well; Muscarinic acetylcholine receptor M1 (Homo sapiens), P11229; CHO-K1 hM1, ACh EC80 antagonist; inhibition, % at 3 µM; 1.3% of 360,000 active; AID 588852, 2011;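 active means percent inhibition above its own plate's cutoff, namely the mean of that plate's compound wells plus 3 SD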;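 further: peak over basal fluorescence ratio during 140 s after agonist addition; 0% = ACh EC80 plus DMSO and 100% = DMSO alone without agonist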
CHO parental Ca – ATP-evoked calcium signal inhibitors, parental CHO, primary screen, counter-screen for OX1R antagonist project, cell-based, fluorescence, Fluo-8 calcium dye | parental CHO-K1, ATP-induced calcium, Fluo-8 fluorescence | inhibition, % at 5.6 µM | 0.63% of 330,000 active | AID 463079, 2010;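 active means inhibition above that plate's mean sample inhibition plus 3 SD, cut at about 26% in these data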;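 further: 0% = ATP-challenged DMSO wells and 100% = DMSO wells without ATP; some compounds past the cut are filed as inactive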
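Test system: parental CHO cells; detection: calcium-sensitive Fluo-8 fluorescence; evaluation: percent inhibition of calcium signal; also added: ATP as calcium-mobilizing challenge; repeats: one well per compound; control set: ATP-challenged DMSO wells low, unchallenged DMSO wells high; compound: single nominal dose of 5.6 µM per compound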
OXTR potentiator – human OXTR potentiators, primary screen, fluorescence, CHO-OTR cells, Fluo-8 calcium | 0.061% of 320,000 active | Fluo-8 calcium fluorescence, potentiator mode; 0% = oxytocin EC15, 100% = EC100 | AID 2445, 2010 | Oxytocin receptor (Homo sapiens), P30559 | activation, % at 3 µM;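 active means activation above that plate's cutoff, the mean activation of tested compounds plus 3 SD, cut at about 6.6% in these data, passing the limit was not always enough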;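 further: 100% uses oxytocin at 75 nM as the full agonist control; some results filed as inactive read as strong as hits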
Target sequence (P30559 whole entry, looked up): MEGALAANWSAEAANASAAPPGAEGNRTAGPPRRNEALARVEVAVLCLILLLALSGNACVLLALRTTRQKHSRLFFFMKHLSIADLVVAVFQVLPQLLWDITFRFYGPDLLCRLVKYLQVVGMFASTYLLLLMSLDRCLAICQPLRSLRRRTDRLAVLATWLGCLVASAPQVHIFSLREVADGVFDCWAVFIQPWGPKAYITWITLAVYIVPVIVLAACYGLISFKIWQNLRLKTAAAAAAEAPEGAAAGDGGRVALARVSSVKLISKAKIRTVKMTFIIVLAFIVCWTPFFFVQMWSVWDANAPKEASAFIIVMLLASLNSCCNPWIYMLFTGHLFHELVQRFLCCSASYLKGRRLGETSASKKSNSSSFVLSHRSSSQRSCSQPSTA
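test system = CHO-OTR cells, human receptor | compound = single-point 3.0 µM | schedule = 6 min compound pre-incubation at room temperature, 100 s kinetic read | signal = Fluo-8 no-wash calcium dye fluorescence, excitation 470-495 nm, emission 515-575 nm | repeats = single well per compound, singlicate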
CHO-K1 Ca PAM – nonselective calcium activators in parental CHO-K1 cells, primary screen, counter-screen for M1 PAM project, cell-based, Fluo-8 calcium fluorescence, full deck, 1536-well; ATP EC20; 0% at ATP EC20, 100% at ATP max; activation, % at 3 µM; AID 602247, 2012; 0.02% of 360,000 active;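 active means activation above the run cutoff, the mean activation of all test compounds plus 3 SD, cut at about 40% in these data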;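 further: peak over basal fluorescence ratio in a 140 s read after ATP addition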
M1 ag parental – counter-screen for M1 agonists: effect in parental CHO-K1 cells | Fluo-8 calcium fluorescence; scaled to maximal ATP response, vehicle zero | activation, % at 3 µM | 0.48% of 360,000 active; in the data active means activation above about 15%;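 further: untransfected CHO-K1 host cells lacking M1 receptor as counterscreen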
* marks the source's active call; other numbers are inactive results; / = not tested or not shown.

SMILES | CHRM1 agonist | TAAR1 antag | CHO-K1 Ca antag | TAAR1 ag | CHRM1 antagonist | CHO parental Ca | OXTR potentiator | CHO-K1 Ca PAM | M1 ag parental
Cc1c(Cl)ccc2c1NC(=O)C21NC(CCC(N)=O)[C@H]2C(=O)N(c3ccc(Cl)cc3)C(=O)[C@H]21 (stereo partly drawn) | -0.7 | -7.9 | 8.9 | 8.2 | -11.1 | -11.9 | -8.7 | 5.8 | -0.4
COc1cc(OC)c(NC(C)C(=O)N2CCCC2)cc1Cl (stereo not drawn) | -0.4 | -42.0 | -8.0 | 0.7 | 9.3 | -2.5 | 1.8 | 9.4 | 1.9
CC(=O)OCc1c(C(F)(F)F)nn(C)c1Oc1cccc(C(F)(F)F)c1 | -7.1 | -14.8 | 0.2 | 7.5 | -13.4 | -12.6 | -15.0 | 19.0 | -0.1
O=C(Nc1ccccc1C(=O)O)c1ccc(CN2C(=O)c3ccccc3C2=O)cc1 | 0.0 | -17.2 | -1.4 | 1.5 | 5.9 | -3.1 | -6.7 | -19.4 | -0.5
CC(=O)NC(CC(C)C)C(=O)O (stereo not drawn) | -3.0 | -2.2 | -4.8 | 0.6 | -18.8 | / | / | 7.3 | 0.2
CC(=O)c1ccc(-n2nnnc2SCC(=O)N2CCN(C(=O)c3ccco3)CC2)cc1 | -0.8 | 3.5 | 17.0 | 6.7 | -15.7 | -9.6 | -5.8 | 5.4 | 0.3
COc1ccc(NC(=O)c2ccc(C#CC(C)(C)O)cc2)cc1 | -3.8 | 0.8 | -9.4 | -0.2 | 3.5 | -2.5 | 2.5 | 18.1 | 0.8
N=c1c(C(=O)NCC2CCCO2)cc2c(=O)n3ccccc3nc2n1Cc1ccccc1Cl (stereo not drawn) | -6.0 | 7.3 | -5.3 | -0.5 | -16.6 | -6.0 | -10.3 | 15.8 | 0.6
CCOc1ccc2ccccc2c1/C=N/NC(=O)CNC(=O)c1ccccc1O | -3.9 | 35.2 | -2.7 | -1.5 | -10.1 | -8.4 | -10.6 | 2.7 | 4.3
Cc1ccc(NC(=O)Nc2ccc3c(c2)CCC3)c(C)c1 | -2.5 | -1.0 | -9.8 | -1.6 | -1.7 | / | / | 6.2 | 0.9
O=C(Nc1ccc(Oc2ccccc2)cc1)c1csc([C@@H]2C[C@H](O)[C@@H](CO)O2)n1 | 3.9 | 39.6 | 3.7 | 13.2 | 13.9 | / | / | -6.1 | 9.9
COCCCNC(=O)CC1C[C@H](C(=O)N2CCOCC2)[C@@]2(C)c3[nH]c4ccc(OC)cc4c3CCN2C1=O (stereo partly drawn) | -2.0 | -12.5 | -11.6 | 0.4 | -4.1 | -5.2 | / | 10.3 | 0.0
Cc1ccc(OCC(=O)Sc2ccc(C)cc2)cc1 | -4.7 | -3.3 | 1.5 | -0.7 | -23.8 | 0.7 | -8.3 | 16.4 | 0.3
COc1ccccc1N1N=C(c2cccs2)CC1c1ccccc1 (stereo not drawn) | -9.0 | -21.4 | 4.0 | 2.2 | 0.9 | -3.9 | -9.9 | 0.7 | -0.3
CN(NC1OC(=O)c2ccccc21)c1c([N+](=O)[O-])cc(C(F)(F)F)cc1[N+](=O)[O-] (stereo not drawn) | -2.8 | 19.7 | -13.3 | 4.0 | 3.0 | -15.3 | 4.7 | 24.1 | 2.4
Cc1ccc(Cn2c(C(C)Nc3nc(-c4ccc(F)cc4)cs3)nc3cc(C(F)(F)F)ccc32)cc1 (stereo not drawn) | -6.8 | -16.8 | -11.4 | 1.3 | 8.2 | 1.3 | -3.5 | 19.9 | 0.8
O=C(/C=C/c1ccccc1)Nc1cccc(C(=O)O)c1 | 0.6 | 23.7 | 4.7 | 1.6 | -3.0 | -4.6 | -8.5 | 0.0 | 0.3
Cc1ccc2nsnc2c1S(=O)(=O)N1CCCC1 | -1.7 | 1.2 | 0.6 | 16.9 | -6.2 | -8.5 | -8.8 | 8.7 | -0.4
CCOC(=O)c1sc2nc(CSc3nc4ccccc4n3CC)[nH]c(=O)c2c1C | -3.0 | 3.6 | -1.4 | 7.7 | -10.7 | -1.3 | -5.9 | 19.8 | 0.2
CCOC(=O)Cc1c(C)nc(Cc2ccc(OC(C)C)cc2)[nH]c1=O | -5.1 | 1.0 | -16.1 | 0.9 | -3.2 | -11.3 | 3.4 | 18.9 | 0.5
O=C(COC(=O)c1ccco1)Nc1nc2ccc([N+](=O)[O-])cc2s1 | 1.1 | -7.0 | -23.0 | 6.2 | -3.6 | -4.5 | -6.2 | 12.8 | 8.8
Cc1ccccc1CC1(CO)CCCN(C(=O)c2ccc(F)cc2)C1 (stereo not drawn) | -1.4 | -7.4 | 2.5 | 12.0 | 0.1 | -8.2 | -17.3 | 8.4 | 1.1
Cc1ccc(NS(=O)(=O)c2ccc3c(c2)oc(=O)n3C)c(C)c1 | 2.3 | 10.4 | 0.6 | 3.2 | 5.5 | / | / | 5.7 | 2.1
N#Cc1c(-n2cccc2C=O)sc2c1CCCC2 | -13.7 | -15.5 | 1.0 | -1.9 | 8.5 | -15.7 | 3.1 | 4.7 | 0.6

Profiles, looked up by structure.
CCOC(=O)c1sc2nc(CSc3nc4ccccc4n3CC)[nH]c(=O)c2c1C as listed: CHRM1 agonist: -3.0; TAAR1 antag: 3.6; CHO-K1 Ca antag: -1.4; TAAR1 ag: 7.7; CHRM1 antagonist: -10.7; CHO parental Ca: -1.3; OXTR potentiator: -5.9; CHO-K1 Ca PAM: 19.8; M1 ag parental: 0.2
CN(NC1OC(=O)c2ccccc21)c1c([N+](=O)[O-])cc(C(F)(F)F)cc1[N+](=O)[O-] (stereo not drawn) as listed: CHRM1 agonist: -2.8; TAAR1 antag: 19.7; CHO-K1 Ca antag: -13.3; TAAR1 ag: 4.0; CHRM1 antagonist: 3.0; CHO parental Ca: -15.3; OXTR potentiator: 4.7; CHO-K1 Ca PAM: 24.1; M1 ag parental: 2.4

Following part.
SMILES | CHRM1 agonist | TAAR1 antag | CHO-K1 Ca antag | TAAR1 ag | CHRM1 antagonist | CHO parental Ca | OXTR potentiator | CHO-K1 Ca PAM | M1 ag parental
C=CCn1c(CCC(=O)Nc2ccc(C)c(Cl)c2)nnc1SCC(=O)Nc1ccccc1C | -1.8 | -1.6 | -1.1 | 4.8 | 7.3 | -16.5 | -9.4 | 6.6 | 16.1*
CCN(CC)P(=O)(Nc1ccc(Br)cc1)c1c(C)nn(CCC#N)c1NC(=O)c1ccc(Cl)cc1 (stereo not drawn) | -5.2 | -3.2 | -7.3 | 12.9 | -3.3 | -16.5 | -10.8 | 3.8 | 2.3
COc1cccc(COC(=O)C2CCN(S(=O)(=O)c3ccc(C)cc3)CC2)c1OC | -2.0 | -21.9 | -9.3 | 0.5 | -2.9 | -4.9 | -13.6 | 4.5 | 2.4
Cc1ccc(S(=O)(=O)N2CCCC(C(=O)NNCC(=O)Nc3cc(F)ccc3F)C2)cc1 (stereo not drawn) | -8.4 | -0.3 | -12.9 | 1.8 | 2.8 | -28.7 | -10.5 | -6.8 | -0.1
CCOC(=O)C1CCN(C(=O)c2ccc(S(=O)(=O)Nc3ccccc3OC)cc2)CC1 | 0.3 | -6.4 | -17.0 | 3.3 | 5.1 | -8.2 | -10.1 | 11.0 | 9.2
Cc1ccc(C)c(NC(=O)CSc2nnc(CNC(=O)c3cccs3)o2)c1 | -6.8 | -16.0 | 3.6 | 4.4 | 1.7 | -7.2 | -1.7 | -3.1 | -0.3
CC(=O)Nc1nc(SCC(=O)NCc2ccc(F)cc2)[nH]c(=O)c1NC(=O)c1cccs1 | -4.4 | 24.6 | -7.0 | 2.5 | -7.7 | -11.0 | 5.7 | 21.8 | 0.8
CCOC(=O)c1[nH]c2c(c1-c1ccccc1)C(=O)CC(c1ccc(OCC)cc1)C2 (stereo not drawn) | 9.1 | -5.2 | -5.5 | -2.2 | -2.5 | -3.7 | -2.6 | 6.0 | 0.2
COc1ccc(C(=O)CSc2nnc(-c3cccnc3)n2Cc2ccco2)cc1 | -4.4 | 10.2 | -0.8 | 1.3 | -4.0 | -5.5 | -9.1 | 10.8 | 0.8
COc1cc([N+](=O)[O-])cc(/C=N/NC(=O)Cn2nc(C)cc2C)c1O | -3.8 | -5.9 | -2.4 | -1.5 | -10.6 | -6.7 | -5.5 | 13.1 | -0.1
CCC(C)c1ccccc1N1CC(C(=O)N(C)CC(=O)Nc2cccc(F)c2)CC1=O (stereo not drawn) | -1.8 | 5.1 | 3.5 | 1.8 | -17.1 | -21.4 | -4.2 | -12.9 | 0.1
Cc1nnsc1C(=O)NC(C)c1ccccc1 (stereo not drawn) | 4.2 | -11.4 | 1.8 | 0.7 | -16.6 | 5.7 | 0.4 | 0.9 | 21.0*
COCc1nnc(NC(=O)c2sc3ccccc3c2Cl)s1 | -0.2 | -8.5 | -4.1 | 11.7 | -4.3 | 2.4 | -2.0 | 17.3 | 0.9
CCOC(=O)Nc1ccc2c(c1)Cc1cc([N+](=O)[O-])ccc1-2 | -2.5 | -2.9 | -14.4 | 0.0 | -7.1 | / | / | -1.6 | 1.4
Cc1ccc(NC(=O)CCSc2ccccn2)cc1 | -5.6 | 1.8 | -0.5 | 2.6 | -1.8 | -10.2 | 1.5 | 9.6 | 0.8
CC(=O)Nc1ccc(S(=O)(=O)NC(C)C(=O)NCC(c2ccco2)N2CCCCC2)cc1 (stereo not drawn) | -4.2 | 5.6 | -4.5 | 6.6 | -4.5 | -7.5 | -2.6 | 17.4 | 3.8
CCOc1cc(C(=O)N2CCCC2)cc(OCC)c1OCC | -1.1 | -8.8 | 26.5* | 15.4 | -19.2 | -20.7 | -11.2 | -6.9 | -0.5
O=C(C1CCCCC1)N1CCN(c2nc(-c3ccc(F)cc3)cs2)CC1 | 2.6 | 26.5 | 10.7 | 3.7 | 7.5 | -22.8 | -3.9 | 10.6 | 0.3
Fc1cccc(-n2ncc(-c3nnnn3-c3ccccc3)c2C(F)(F)F)c1 | -1.4 | 1.3 | 10.9 | 32.4 | 0.7 | -9.1 | -19.7 | -3.6 | 0.7
O=C(NCc1ccco1)c1sc(=S)n2c1[nH]c(=O)c1ccccc12 | 13.1 | 35.7 | -16.2 | 75.2* | -7.7 | -6.2 | -11.2 | 1.5 | 5.9

Assay outcomes as filed in PubChem BioAssay.

Compounds as they come. Share with any hit: about 4.2%.
